Pf Dd2 growth = blocks in vitro growth of P. falciparum Dd2; P. falciparum Dd2 growth, SYBR Green, 72 h; Potency, µM (series often up to 28.9 µM), without a hit: at the top dose activity, negative = inhibition, usual class: inhibitors; actives 4.3% (n = 120,000); active means well fitted inhibition curve with a large enough effect; inconclusive means small, poorly fitted or top-dose-only effect; inactive means no such curve, though single readings can be large or run the other way;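 further: plate controls were DMSO vehicle for no effect and reference drug for full effect; nearly all actives have a fitted effect of over 65% in size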
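Readout: SYBR Green fluorescence, 485 nm excitation, 535 nm emission, after ~16 h lysis at 37C. Before that, Dd2-infected red cells (2.5% hematocrit) grew 72 h with compound, 29 uM top final concentration.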
Active calls of the source: *; i = inactive; ? = inconclusive; & = joins results of further samples; [ ] = dose if it differs, or a comment. Potency means the concentration at half of the fitted maximal effect. This is a subset, so the mix of outcomes need not match the whole.

molecule | Pf Dd2 growth
COc1ccc(-c2cn3nc(N4CCCC(C(=O)NCc5ccccc5Cl)C4)sc3n2)cc1 (stereo not given) | i
COCCNC(=O)CSc1cn(CC(=O)N2CCCCCC2)c2ccccc12 | 9.8%
COc1ccc(C(=O)Nc2ccc3nc(SCC(=O)N4CCOCC4)sc3c2)cc1 | ?
CN(Cc1ccccc1)Cc1cn([C@H]2CO[C@H]3[C@@H]2OC[C@@H]3NC(=O)Nc2ccc(Oc3ccccc3)cc2)nn1 | i
COC(=O)N1CCn2c(nn(-c3ccc(C)cc3)c2=O)C1 | -10.7%[44.1 µM]
CC(=O)N1CCC(N2CC[C@H](c3nc4ccccc4s3)C2)CC1 | i
COC[C@@H]1CN(C(=O)c2ccc(OC)c(F)c2)C[C@H]1C(N)=O | 17.4%
O=C1c2c(nc(COc3ccccc3)n2Cc2ccccc2)NCCN1Cc1ccccc1 | -33.6%[44.1 µM]
O=c1n(-c2ccc(C(F)(F)F)cc2)nc2n1CCN(Cc1ccc(F)cc1)C2 | ?
COc1cccc(CC(=O)N2CCCn3nc(C)c(-c4ccccc4-c4ccccc4)c32)c1 | 10µM*
CC(=O)NC1CCN(c2nc3ncccc3o2)CC1 | 10.6%&10.6%[44.1 µM]
O=S(=O)(c1ccc(F)c(F)c1)N1CCCC(Cn2c(C3CC3)nc3cccnc32)C1 (stereo not given) | -26.5%

Other structures follow:
molecule | Pf Dd2 growth
CC(C)CCN1CCOc2cc(C(=O)Nc3nccs3)ccc2C1 | ?
Cc1cc2c(cc3c(SCc4ccc(Cl)cc4)nnc(C)n32)o1 | -28.2%
COc1ccccc1CCNC(=O)Cc1c(C)c2cc3c(C)coc3cc2oc1=O | -2.9%
CC(C)c1nncn1C1CCN(S(=O)(=O)c2ccc(F)c(Cl)c2)CC1 | i
COc1ccccc1CNC(=O)Cc1csc2nc(-c3ccccc3)cn12 | -20.4%
O=C(Cc1ccccc1)N1CCC2(CC1)COc1ccccc1NC2=O | -7.1%
c1ccc(Nc2cc3c(cn2)CN(Cc2ncc[nH]2)CCN3)cc1 | 6.8%[44.1 µM]
O=C(NCc1cccc(Cl)c1)c1ccc(NC(=O)N2CC3CCCN3c3ccccc32)cc1 (stereo not given) | 8.91µM*
COc1cc(OC)cc(C(=O)Nc2ccc3oc(-c4ccccc4C)nc3c2)c1 | 24.1%
COc1ccc(N(CC(=O)NCc2ccc(F)cc2)S(=O)(=O)c2c(C)n[nH]c2C)cc1 | 13.1%
COc1ccccc1N1CCN(C(=O)c2c(C)oc3ncn(CC(C)C)c(=O)c23)CC1 | 8.4%
Cc1cccc(CNC(=O)NCC2CCN(Cc3ccncc3)C2)c1 (stereo not given) | -7.3%

Later entries.
molecule | Pf Dd2 growth
CCOC(=O)N1CCc2c(sc3c2c(=O)n(-c2ccc(Cl)cc2)c(=O)n3Cc2cccc(OC)c2)C1 | -21.3%
COc1cc(CN2CCCC3(C2)CN(C)C(=O)O3)ccc1OCC(N)=O (stereo not given) | -18.2%
O=C(CCC1CCCN(S(=O)(=O)c2ccccc2F)C1)NCc1cccs1 (stereo not given) | ?
CCC(Sc1nc2cc(OC)c(OC)cc2c2nc(-c3ccccc3)nn12)C(=O)Nc1cccc(C)c1 (stereo not given) | -2.5%
CCOCCCNC(=O)C(c1ccc(C)cc1)N(Cc1cccs1)C(=O)c1ccc(NC(C)=O)cc1 (stereo not given) | 2.0%
COc1ccc(OC)c([S+](=O)([O-])c2nnn3c2nc(N2CCOCC2)c2ccccc23)c1 | -20.6%
CN(C)C[C@@H]1CN(c2ncccn2)C[C@H]1NC(=O)NCc1ccco1 | -21.3%
O=C([C@@H]1C[C@H](F)CN1S(=O)(=O)c1ccccc1)N1CCc2ccccc2C1 | 1.0%
COc1ccc(Cl)cc1NC(=O)CC1CCCCN(C)C1=O (stereo not given) | -1.0%
COc1ccc(-c2ccnc(N[C@H]3CO[C@H]4[C@@H]3OC[C@@H]4NC(=O)c3ccc(C)cc3)n2)cc1 | ?
CCOc1ccc(C(=O)NCC(c2ccco2)S(=O)(=O)c2ccc(C)cc2)cc1 (stereo not given) | 18.6%
CCCN(CC1CCOC1)C(=O)Nc1cccc(Cl)c1C (stereo not given) | 10.8%[5.79 µM]

Of the compounds above, 7 have fluorine.
molecule | Pf Dd2 growth
COC[C@@H]1CN(C(=O)c2ccc(OC)c(F)c2)C[C@H]1C(N)=O | 17.4%
O=c1n(-c2ccc(C(F)(F)F)cc2)nc2n1CCN(Cc1ccc(F)cc1)C2 | ?
O=S(=O)(c1ccc(F)c(F)c1)N1CCCC(Cn2c(C3CC3)nc3cccnc32)C1 (stereo not given) | -26.5%
CC(C)c1nncn1C1CCN(S(=O)(=O)c2ccc(F)c(Cl)c2)CC1 | i
COc1ccc(N(CC(=O)NCc2ccc(F)cc2)S(=O)(=O)c2c(C)n[nH]c2C)cc1 | 13.1%
O=C(CCC1CCCN(S(=O)(=O)c2ccccc2F)C1)NCc1cccs1 (stereo not given) | ?
O=C([C@@H]1C[C@H](F)CN1S(=O)(=O)c1ccccc1)N1CCc2ccccc2C1 | 1.0%

Next part.
molecule | Pf Dd2 growth
O=C(COc1ccc(F)cc1)OCc1cc(=O)n2nc(-c3cccs3)sc2n1 | -9.6%
O=C(Nc1ccc2n(c1=O)C[C@H]1C[C@@H]2CN(C(=O)c2ccc(-c3ccccc3)cc2)C1)c1ccco1 | i
Cc1cnc(C(=O)N2CCCC2c2nc(C3CCOCC3)no2)cn1 (stereo not given) | 4.2%
OCC1CN(c2ncccn2)CC12CCN(Cc1cccc3[nH]ccc13)CC2 (stereo not given) | ?
Cc1cc(C[C@@H]2COC[C@@H]2NC(=O)Cn2nc(C)n(-c3ccccc3)c2=O)on1 | -3.1%
CN1C(=O)CO[C@H](c2ccc(NC(=O)c3ccc(-c4ccccc4)cc3)cc2)[C@H]1CO | i
COCCc1noc(-c2ccccc2OC2CN(C(=O)Cc3c[nH]c4ccccc34)C2)n1 | ?
Cc1oc2ncn(CC(C)C)c(=O)c2c1C(=O)NCCc1ccc(Cl)cc1 | ?
c1cncc(CN2CCC(Oc3nccnc3N3CCc4ccccc43)C2)c1 (stereo not given) | 3.55µM*
O=C1c2ccccc2C(=O)C1(c1ccccc1)N1CCN(c2cccc(Cl)c2)CC1 | -13.7%
CCCOc1ccc(C(=O)Nc2cc3nn(-c4ccc(CC)cc4)nc3cc2C)cc1 | 15.4%
Cn1cnc(S(=O)(=O)N2CCCC(C(=O)NCCCN3CCCCCC3)CCNC(=O)CC2)c1 (stereo not given) | -9.5%

The listing continues:
molecule | Pf Dd2 growth
CCn1c(=O)c2cc(C(=O)NCCCN3CCN(C)CC3)sc2c2ccccc21 | ?
CC(=O)N1CCC(N2CCN3C(=O)N(c4ccccc4)C[C@H]3C2)CC1 | ?
COCCCNC(=O)CCN(CCCOC)C(=O)c1cc(C)oc1C | 1.3%
CCCNC(=O)N1C[C@@H]2CCCN3CCC[C@@H]([C@H]23)[C@H]1CCCC(=O)NCC1CC1 | -13.6%
c1ccc(OCC2CN(Cc3ccc4[nH]ccc4c3)CC23CN(c2ccccc2)C3)cc1 (stereo not given) | ?
COc1ccc2sc(N(Cc3cccnc3)C(=O)C3CCCCC3)nc2c1 | ?
Cc1noc(C)c1CC(=O)N1CCC(CC(=O)N(C)Cc2ccccc2)C1 (stereo not given) | -28.3%
CCn1cnnc1-c1nn(C)c2c1CN(C(=O)CC(C)C)CC2 | ?
COC1CN(c2ccc(C)cc2)C12CCN(C(=O)COc1ccc(F)cc1)CC2 (stereo not given) | ?
COc1cccc(NC(=O)NC[C@@H]2C=C(C)[C@H](CC(=O)N3CCOCC3)C[C@H]2C(C)C)c1 | -19.9%
CC(C)(C)c1ccc(-c2cc(C[C@H]3CNCC[C@H]3CC(=O)N3CCC(Cc4ccccc4)CC3)no2)cc1 | i
COC(=O)[C@@H]1Cc2ncn(Cc3ccc(OC)cc3)c2CN1S(=O)(=O)c1ccc(OC)cc1 | ?

New compounds follow.
molecule | Pf Dd2 growth
COc1cccc(-c2noc(CC3CCN(C(=O)c4ccc(OC)cc4C)CC3)n2)c1 | ?
Cc1ccsc1-c1nc(C2CC(=O)N(C3CCCCC3)C2)no1 (stereo not given) | ?
CCOC(=O)c1ccc(NC(=O)C(CC)Sc2nc3ccncc3[nH]2)cc1 (stereo not given) | ?
Cc1cc(C(=O)N2C[C@@H](CN3CCOCC3)[C@@H](CO)C2)cs1 | 11.1%
Cc1ncc(CO)c2c1Oc1nc(-c3ccc(F)cc3)nc(SCC(=O)N3CCCCC3)c1C2 | ?
COc1ccc(-c2nc(C(=O)N3CCOCC3)n3ccccc23)cc1 | ?
Cn1nc(C(=O)N2CCN(c3ccc(F)cc3)CC2)c2c1-c1ccccc1SC2 | 13.9%
COCC(=O)NC1CCC12CCN(C(=O)C1CCC1)CC2 (stereo not given) | 13.2%
CCOC(=O)c1c(C)oc2nc(C)nc(NCC3CCN(Cc4ccc(C)cc4)CC3)c12 | 7.08µM*
CCC1c2nccn2CCCN1C(=O)c1cnc(C)cn1 (stereo not given) | 22.3%
O=C1NCCCCCCN(S(=O)(=O)c2cccc3cccnc23)[C@H]2CCC[C@@H]12 | ?
CCCS(=O)(=O)N1CC(=O)N(c2ccccc2F)C(C)(C(=O)NC2CCCCCC2)C1 (stereo not given) | 4.7%

Other structures.
molecule | Pf Dd2 growth
CCOC(=O)c1cccc(NC(=O)O[C@@H]2CO[C@H]3[C@@H]2OC[C@@H]3NS(=O)(=O)c2cc(OC)ccc2OC)c1 | ?
Cn1cc(CN(C(=O)Nc2ccccc2)C2CCCCC2)c2ccccc21 | 3.16µM*
CCC(=O)N1CCc2cc(S(=O)(=O)CCC(=O)N3CCN(c4ccccc4Cl)CC3)ccc21 | 18.3%
COc1ccc(CN2CC3(CCN(S(=O)(=O)c4c(C)noc4C)CC3)C2=O)cc1 | i
CCc1ccc(-n2nc(C)c3c(C(=O)Nc4cc(C)c(Cl)cc4OC)cc(C)nc32)cc1 | 17.8%
Cn1cc(C(=O)NCC2CN(C(=O)c3ccccc3)CC23CN(c2ccccc2)C3)cn1 (stereo not given) | i
COCCN1C(=O)N(c2cccc(OC)c2)C(=O)C1CC(=O)Nc1ccccc1 (stereo not given) | 99.2%[activator]
COCCC(=O)N[C@H]1CC[C@]2(C)CC[C@@H]([C@H](C)C(=O)N3CCCC3)[C@H](O)[C@H]2[C@@H]1C | 29.3%[44.1 µM]
O=C(N[C@H]1C[C@H]2C(=O)NC[C@@H](CCC(=O)N3CCN(c4ccccc4)CC3)N2C1)c1ccco1 | -4.7%
O=C(O)C1(c2ccccc2)CCN(S(=O)(=O)c2ccccc2)CC1 | -2.9%
O=C(CN1C(=O)NC(c2ccccc2Cl)C2=C1COC2=O)Nc1cccc(F)c1 (stereo not given) | -15.6%
Cc1ccc(NS(=O)(=O)c2ccc3[nH]c(=O)ccc3c2)cc1N(C)C | -16.0%

Further entries follow:
molecule | Pf Dd2 growth
C[C@@H]1CN(C(=O)CCSCc2ccccc2)CC[C@@]1(O)C1CCOCC1 | -8.0%
CCNC(=O)[C@@H]1C[C@H](NC(=O)c2scnc2C)CN1Cc1nc(C)no1 | -0.5%
CCc1nnc([C@@H]2CC(F)(F)CN2C(=O)c2cc(C)oc2C)o1 | 4.1%
COc1ccccc1-n1cc(-c2ccc(C)cc2)nc1S(=O)(=O)CC(=O)Nc1ccccc1C(F)(F)F | ?
COc1ccc(N2CC(NC(=O)c3ccc(Br)o3)CC2=O)cc1 (stereo not given) | i
COc1cc(Cl)c(C)cc1NC(=O)CSc1ncc(S(=O)(=O)c2ccc(C(C)(C)C)cc2)c(=O)[nH]1 | -23.5%
COc1ccc(-c2nc3n(n2)C(c2ccc(OC)cc2)C(C(=O)Nc2cccnc2)=C(C)N3)cc1 (stereo not given) | ?
CCCc1noc(-c2cccn3c(CNC(=O)c4ccccc4Cl)nnc23)n1 | i
CC(=O)N1Cc2ccccc2CC2(CCCN(CC3CCCC3)C2)C1 (stereo not given) | ?
COc1ccc(C)cc1NC(=O)Cn1c(-c2ccc(F)cc2)nc(C)c(CCO)c1=O | i
O=[S+]1([O-])CCN(Cc2ccc(-c3cnc4c(OCc5ccccc5)nccn34)cc2)CC1 | -7.1%
CCn1cnnc1CC1CCCN(C(=O)COc2ccc(C)cc2)C1 (stereo not given) | i

(list continues)
molecule | Pf Dd2 growth
CN(c1ccccc1)c1ccc2c(n1)CN(CCOc1ccccc1)C(=O)CO2 | ?
O=C1CCN(C(=O)COc2ccccc2)CCCC(CO)CCN1 (stereo not given) | -3.8%
COCCCN1C(=O)CC[C@H]2CN(C(=O)c3scnc3C)CC[C@H]21 | -12.3%
Cc1cccc(N2CCN(C(=O)c3ccc4c(c3)N(Cc3cccc(Cl)c3)C(=O)c3ccccc3S4(=O)=O)CC2)c1C | i
COc1cccc(OCc2nc3ccccc3n2Cc2ccccc2C)c1 | ?
Cc1ccc(CNC(=O)C2CCN(c3nc4ccc(C)cc4[nH]3)CC2)cc1 | 12.2%
Cc1ccc2c(c1)C(c1ccc(F)cc1)N(C(=O)C(C)C)CC(=O)N2 (stereo not given) | i
CCOc1cc(C2NC(=O)c3c(sc4c3CCN(C)C4)N2)ccc1OC(=O)c1ccccc1Cl (stereo not given) | ?
Cn1cccc1C(=O)N1CC(CO)C2(CCNCC2)C1 (stereo not given) | 13.1%
O=C(CC1CC1)N1CCC(Oc2cnc3c(ccn3-c3cncnc3)c2)CC1 | i
Cc1ncsc1CN1C(=O)CO[C@H](c2ccc(NC(=O)CC(C)C)cc2)[C@H]1CO | 5.3%[44.1 µM]
Cc1ccc(NC(=O)N[C@H]2C[C@@](O)(C(=O)N[C@H](CC(C)C)C(N)=O)C[C@@H](O)[C@@H]2O)cc1 | 14.6%
COCCN1C(=O)c2cccn2CC1CNC(=O)NCc1ccc(OC)cc1 (stereo not given) | -9.5%
